mcGAS RapidFire = inhibitors of Mus musculus cyclic GMP-AMP synthase, initial high-throughput assay, cell-free, RapidFire MS | recombinant mouse cGAS, cGAMP by RapidFire MS | Q8C6L5 | 0.18% of 130,000 active | inhibition, % at 12.5 µM;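 active = inhibition of cGAS enzyme activity at or above 60%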;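 also: enzyme stimulated by 45 bp dsDNA with ATP and GTP substrates; cGAMP share of summed cGAMP plus half ATP and half GTP signals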
Target sequence (Q8C6L5 whole entry, looked up): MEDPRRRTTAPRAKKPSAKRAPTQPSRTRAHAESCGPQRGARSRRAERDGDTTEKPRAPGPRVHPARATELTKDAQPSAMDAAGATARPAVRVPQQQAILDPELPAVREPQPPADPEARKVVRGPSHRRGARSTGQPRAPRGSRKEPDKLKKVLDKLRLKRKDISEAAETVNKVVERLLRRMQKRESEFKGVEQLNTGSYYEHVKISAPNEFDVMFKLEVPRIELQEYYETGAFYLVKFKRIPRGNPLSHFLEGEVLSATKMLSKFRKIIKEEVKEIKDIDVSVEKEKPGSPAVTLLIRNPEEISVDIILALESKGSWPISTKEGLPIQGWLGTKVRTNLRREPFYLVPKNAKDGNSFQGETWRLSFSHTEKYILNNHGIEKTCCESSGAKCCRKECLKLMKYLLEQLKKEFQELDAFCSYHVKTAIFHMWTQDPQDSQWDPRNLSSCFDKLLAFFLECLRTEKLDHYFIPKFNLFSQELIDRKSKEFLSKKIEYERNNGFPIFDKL
The depositor's hits bear a star; & = joins results of further samples. Some of the compounds tested (hit frequency here may not be typical).

canonical_smiles,mcGAS RapidFire
Cn1c(N)nnc1SCc1nc2ccccc2n1C,-28
Cc1ccc(NC(=O)CSc2ccc(-c3sc(-c4cccnc4)nc3C)nn2)cc1F,-19
C=CCn1c(N2CCN(Cc3ccccc3Cl)CC2)nc2c1c(=O)[nH]c(=O)n2C,-2
CSCCC(=O)NC1CCCN(c2ncccn2)C1 (stereo unspecified),7
N#CC1(NC(=O)COC(=O)c2nccnc2N)CCCCC1,-2
O=C(CN1CCCCCCC1)Nc1ccc(NC2CCOC2=O)cc1 (stereo unspecified),-14
CCCNC(=O)CN1CCC(NC(=O)N2Cc3ccccc3C2)CC1,4
Cc1nn(C)c(C)c1CCC(=O)N1CC(c2ccccn2)C1,-42
COc1ccc(F)c(CC2(CCC(=O)NCc3ccco3)CCC(=O)N2)c1 (stereo unspecified),-5
Cc1ccccc1C1CC1C(=O)NC1CCS(=O)C1 (stereo unspecified),-11
COc1ccc2ccc(OCc3nc(C(=O)N4CCOCC4CO)co3)cc2c1 (stereo unspecified),-14
CN1CCN(C(CNC(=O)c2ccc(Br)o2)c2ccc3c(c2)CCCN3C)CC1 (stereo unspecified),-14
COc1cc(OC)c(OC)cc1/C=N\NC(=O)CSc1nnc(-c2ccccc2)n1-c1ccccc1,-9
Cc1cccc2[nH]c(C3CCCN(Cc4nc(-c5ccco5)no4)C3)nc12 (stereo unspecified),-9
O=C1NN=C2C3CC(CC12)C1=NNC(=O)C1C3 (stereo unspecified),-11
OC(CN(Cc1ccncc1Cl)C1CC1)c1ccccc1 (stereo unspecified),0
CC(=O)NC(C)C(=O)Nc1ccc(-c2ccccc2)cc1 (stereo unspecified),-4
CCc1noc(CSc2nc3ccccc3c(=O)n2CCOC)n1,-1
COc1ccc(S(=O)(=O)NC(=O)/C=C/c2csc(C)n2)c(OC)c1,-3
CCN(Cc1cnc(-c2cccc3ccccc23)nc1)C1CCS(=O)(=O)C1 (stereo unspecified),-1
O=C1N(Cc2cccc(F)c2)C(c2ccccc2)=NOC12CCC2,-5
NS(=O)(=O)CCCC(=O)N1CCOC(c2ccc(Cl)c(Cl)c2)C1 (stereo unspecified),7
O=C(NNC(=O)N1CCOC(c2cccc(Br)c2)C1)c1ccccc1 (stereo unspecified),-12
CN(Cc1ccccc1)c1ncccc1CNC(=O)c1ccnn1C,-9
CCCCn1nc(C(=O)Nc2ccccc2F)c2ccccc2c1=O,-6
CC#CC(=O)N1CCC(CCC(=O)NCCOC)CC1,-8&2
CCCCS(=O)(=O)NC(=O)C1(C)CCN1C(=O)CCc1ccccc1 (stereo unspecified),-12
CCOC(=O)CN(C)C(=O)C1CCC(=O)N(CCc2ccc(OC)cc2)C1 (stereo unspecified),-11
O=C(CN1CCN(C(=O)c2cc3cc(Cl)ccc3o2)CC1)Nc1ccc(F)cc1,-4
O=C(c1cnn2cc(CCO)cnc12)N1CCC2(CCOCC2)CC1,-1
Cn1cc(CN2CCC(C(=O)Nc3ccc(F)cc3)CC2)cn1,-7
CC(C)c1ccc(C(=O)N(C)Cc2nc3ccsc3c(=O)[nH]2)cc1,-7
Cc1cc(C(=O)NCc2nncn2C2CC2)c(C)n1C(C)C,-8
CS(=O)(=O)N1CCN(C(=O)c2ccc(Oc3ccc(C(F)(F)F)cn3)cc2)CC1,3
CCSc1nnc(SC(C)c2ccncc2)s1 (stereo unspecified),-1
CC1CCCN(C(=O)/C=C/c2cccc3cccnc23)CC1 (stereo unspecified),-55
CN(c1ccc(S(=O)(=O)N2CCCCC2)cn1)C1CCCCC1,-3
Cc1ccccc1NC1CCN(S(=O)(=O)c2c(C)nn(C)c2C)CC1,1
NC(=O)c1cn(Cc2cccc(C(F)(F)F)c2)c(C2CC2)n1,-26
Oc1ccc(N2CCN(Cn3nc(-c4ccc5c(c4)OCO5)oc3=S)CC2)cc1,-7
COc1ccc(Cl)c2sc(N(CCCN(C)C)C(=O)c3cc(C)no3)nc12,-1
CC1(C(=O)NS(=O)(=O)c2cccc(C#N)c2)CCN1C(=O)Cc1ccccc1Cl (stereo unspecified),-6
CCC(C)C(=O)Nc1nc(-c2ccc(OC)c(F)c2)cs1 (stereo unspecified),-8
CCN(CC)CCCn1c(SCC(=O)NCCCOC)nc2ccccc2c1=O,-7
CC(C)CCC(C)NC(=O)c1cc2c(cc1Cl)N1CCCCCC1=NS2(=O)=O (stereo unspecified),0
Cc1nc(C)n(CC2CN(C(=O)C3CCCN(C(=O)C(C)C)C3)CCO2)n1 (stereo unspecified),0
CCC(=O)C1=C(c2ccc(C(C)(C)C)cc2)N(C(=O)CC)n2cnnc2S1,-1
CCc1ccc(-c2nc(SCC(=O)N(C)C3CCS(=O)(=O)C3)n[nH]2)cc1 (stereo unspecified),-5
O=C1OCCC1N1CCC(c2ccnn2CCO)CC1 (stereo unspecified),-2
CCCC1C(C)CCCN1C(=O)c1ccc(Cl)s1 (stereo unspecified),2
CCn1c(CN2CCN(Cc3cc(OC)cc(OC)c3)C(CCO)C2)nc2ccccc21 (stereo unspecified),-3
O=c1c2c3c(sc2[nH]c(=S)n1Cc1ccco1)CCC3,9
CC(C)CNC(=O)C(=O)NCCCc1ccc(N(C)C)cc1,-9
O=c1[nH]c(=O)n(-c2ccccc2)[nH]1,-6
Cc1cn2c3c(=O)n(Cc4ccc(F)cc4)c(=O)n(C)c3nc2n1CC1CCCO1 (stereo unspecified),-8
COCCc1noc(C2CCCN(Cc3[nH]nc4cc(OC)ccc34)C2)n1 (stereo unspecified),8
CCc1nc(CN2CCN(CCn3cncn3)CC2)c(C)[nH]1,-12
CC(CNC(=O)c1cnc2c(c1)c(=O)n(C)c(=O)n2C)c1ccccc1 (stereo unspecified),-2
O=C1C(NS(=O)(=O)c2ccccc2)=C(n2ccnc2)C(=O)c2ccccc21,4
Nc1nc(C(=O)O)nn1C12CC3CC(CC(C3)C1)C2,-22

(further entries)
canonical_smiles,mcGAS RapidFire
CC1CN(C(=O)OC(C)(C)C)CCN1C(=O)c1cccc(Cl)n1 (stereo unspecified),-6
CCc1ccc(CN2CCC(n3nccc3NC(=O)Cc3ccccc3)CC2)o1,-9&-4
Clc1ccc(Nc2c(-c3c[nH]c4ccccc34)nc3cnccn23)cc1,2
CC(OC1CC(=O)CC2C(=O)c3ccccc3C(=O)C12)c1ccccc1 (stereo unspecified),9
COC(=O)C(CC(C)C)NC(=O)c1ccc(Cl)c(S(=O)(=O)N2CCCCCC2)c1 (stereo unspecified),-8
Cc1cc(C)n(CC2(CNC(=O)c3ccc(-c4ccn[nH]4)cc3)CC2)n1,-11
CCNC(=O)NC(=O)CN1CCCC(N(C)C(=O)OC(C)(C)C)C1 (stereo unspecified),-10
CC(CC(=O)Nc1nc2c(s1)COCC2)C(=O)c1cccc(F)c1 (stereo unspecified),-33
CC(C)(C)c1nn2cnnc2n(/N=C\c2ccc(Cl)cc2Cl)c1=O,-8
Cc1[nH]c2ccccc2c1C(=O)C(C)OC(=O)Cn1[nH]c(=O)c2ccccc2c1=O (stereo unspecified),-4
COc1cccc(C(=O)n2cnnc2N)c1OC,1
C=C(C)Cn1c(NCc2ccc(C)cc2)nc2c1c(=O)[nH]c(=O)n2C,-2
CCn1ccnc1CN(C)Cc1nc(-c2sccc2C)oc1C,-6
CC(C)C(=O)NC(=S)Nc1cccc(Cl)c1Cl,-16
O=C(NCCc1cn2c(n1)CCCC2)c1ccccc1O,-9

Five compounds picked at random from those above:
canonical_smiles,mcGAS RapidFire
Cc1cc(C(=O)NCc2nncn2C2CC2)c(C)n1C(C)C,-8
CCc1nc(CN2CCN(CCn3cncn3)CC2)c(C)[nH]1,-12
CC(CNC(=O)c1cnc2c(c1)c(=O)n(C)c(=O)n2C)c1ccccc1 (stereo unspecified),-2
Cc1nn(C)c(C)c1CCC(=O)N1CC(c2ccccn2)C1,-42
COc1cc(OC)c(OC)cc1/C=N\NC(=O)CSc1nnc(-c2ccccc2)n1-c1ccccc1,-9

(next part)
canonical_smiles,mcGAS RapidFire
O[C@@H]1C[C@H]2CN(c3nc(-c4ccccc4)nc4c3CCC4)C[C@H]2C[C@@H]1O,1
Cc1csc(=O)n1CCC(=O)NCCCc1c[nH]c2ccccc12,-1
O=c1c2cnc3ncnn3c2ccn1CCc1c[nH]c2ccc(F)cc12,-9
CCN(CC)C(=O)[C@@H]1C[C@H](n2cc(Cn3c(C)nc4ccccc43)nn2)CN1,-9
COC(=O)c1ncn2c1C(=O)OC(COc1ccccc1)C2 (stereo unspecified),-12
CCn1cnnc1CNC(=O)N(C)Cc1c(C)noc1C,-20
CCC(NC(=O)CN1CCC(C)=N1)c1ccc(F)cc1 (stereo unspecified),-12
Cc1cc(C(=O)N(Cc2cccnc2)c2nc3ccc(F)cc3s2)no1,-5
CCC1(c2ccc(F)cc2)NC(=O)N(CC(=O)N2CCCCC2)C1=O (stereo unspecified),-8
O=C(NC1CCCCC1)c1ccc(Cn2cc(Br)cn2)o1,13
CN(C)c1nc2c(c(=O)[nH]1)CCN(C(=O)COc1ccccc1Cl)C2,-10
O=C(CCCc1cccs1)N1CCCC(Nc2ccccc2)C1 (stereo unspecified),1
C=C(C)Cn1c(NN=Cc2cc(Br)c(O)c(OC)c2)nc2c1c(=O)n(C)c(=O)n2C,-3
O=C(Cn1c(=O)oc2ccccc21)Nc1c(Cl)cc(Cl)cc1Cl,0
CCOC(=O)Cn1ncc2c1CCN(C(=O)Cc1c[nH]c3ccc(OC)cc13)C2,-2
CCCn1nc(C)c(Cn2cnc(-c3ccccc3)c2C2CCOC2)c1C (stereo unspecified),-8
CC(C)C(=O)NCCc1nc2ccccc2n1CCC1CCCCC1,-3
O=C(CCn1ccc(=O)[nH]c1=O)Nc1cccc(-c2cn3c(n2)SCC3)c1,-5
N[C@@H](CCCCNC(=O)c1cccnc1)C(=O)NNc1ccc(Cl)cc1,-6
CS(=O)(=O)N1CCCC(C(=O)Nc2nnc(-c3ccc(Cl)cc3)o2)C1 (stereo unspecified),11
N#Cc1c(N)nc(C(Cl)(Cl)Cl)nc1-c1ccccc1,21
CCC(NC(=O)c1ccc(Cl)o1)c1cccc(S(N)(=O)=O)c1 (stereo unspecified),-8
Cc1ccc(OCC2CN(C(=O)C(C)Oc3cccc(Cl)c3)CCO2)cc1 (stereo unspecified),-6
Cc1nc(-c2ccc(N3CCCC3C(=O)N(C)C)nc2)[nH]c(=O)c1C (stereo unspecified),-5
COc1c(C)cc(-c2cccc(N)n2)cc1C,-2
c1ccc(C2C/C(=N\Nc3ncccn3)c3ccccc3O2)cc1 (stereo unspecified),-7
CCCNC(=O)CC1(C)N=C(c2ccc(C(C)C)cc2)N(C)O1 (stereo unspecified),-9
COc1ncc(CN(C)Cc2cc3cc(F)ccc3[nH]2)cn1,-5
O=C(NCCc1ccco1)c1ccc(C2SCCCS2)cc1,3
CCCCc1ccc(CC(=O)Nc2nncs2)cc1,-11

Compounds above with two or more sulfur atoms (6):
canonical_smiles,mcGAS RapidFire
Cc1ccc(NC(=O)CSc2ccc(-c3sc(-c4cccnc4)nc3C)nn2)cc1F,-19
COc1ccc(S(=O)(=O)NC(=O)/C=C/c2csc(C)n2)c(OC)c1,-3
CCSc1nnc(SC(C)c2ccncc2)s1 (stereo unspecified),-1
CCc1ccc(-c2nc(SCC(=O)N(C)C3CCS(=O)(=O)C3)n[nH]2)cc1 (stereo unspecified),-5
O=c1c2c3c(sc2[nH]c(=S)n1Cc1ccco1)CCC3,9
O=C(NCCc1ccco1)c1ccc(C2SCCCS2)cc1,3

The listing continues.
canonical_smiles,mcGAS RapidFire
CCCCNC(=O)c1ccc(-c2ccccc2CO)o1,-28
CC1(O)CCN(C(=O)c2cc(Cl)cc(Cl)c2)CC1,-10
Cc1c(Cl)cccc1NC(=O)C(C)N1CCCC(C2OCCO2)C1 (stereo unspecified),-18&1
CC(C1CCN(c2ncnc3c2CCNCC3)CC1)N1CCOCC1 (stereo unspecified),5
COc1cc(Cl)c(C)cc1NC(C)C(=O)N1CC(C)CC(C)C1 (stereo unspecified),-1
CCC1c2ccsc2CCN1C(=O)Cc1n[nH]c(=O)c2ccccc12 (stereo unspecified),-10
Cc1cccc(C2c3[nH]c4ccccc4c3CCN2C(=O)Cc2nc(-c3ccccc3)n[nH]2)n1 (stereo unspecified),-16
Cc1nonc1C(=O)N1CCCC(C(=O)c2ccc(Oc3ccccc3)cc2)C1 (stereo unspecified),0
COc1ccc(CN2CCC(N3CCCC(C(=O)N4CCCC4)C3)CC2)cc1 (stereo unspecified),-24
COC1(CNC(=O)c2cnc(OC(C)C)c(Cl)c2)CCOCC1,-10
Nc1cc([N+](=O)[O-])ccc1SC1CCS(=O)(=O)C1 (stereo unspecified),-4
CCSC(C)c1noc(CN2CCN(Cc3ccccn3)CC2)n1 (stereo unspecified),-9
CCOC(=O)N1CCc2c(sc(NC(=O)/C=C/c3cccc([N+](=O)[O-])c3)c2C(N)=O)C1,-3
CC(=O)N1CCc2c(nc(N(C)C)nc2NCc2n[nH]c3c2CCC3)C1,-7

Screens (PubChem BioAssay)
